# CCR6 antag: CCR6 receptor antagonists, primary screen, cell-based, CHO-K1, luminescence, beta-arrestin, uHTS; AID 493098, 2011; C-C chemokine receptor type 6 (Homo sapiens), P51684; 0.49% of 340,000 active; inhibition, % at 20 µM; CHO-K1 CCR6 PathHunter beta-arrestin, CCL20-stimulated;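 active = compounds whose inhibition of the agonist-driven luminescence signal at 20 µM reaches about 50%, limit read from the data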;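 also: cells stimulated with CCL20 at 14 nM final; plate controls were DMSO with CCL20 for no effect and DMSO without agonist for full effect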
# Target sequence (P51684 whole entry, looked up): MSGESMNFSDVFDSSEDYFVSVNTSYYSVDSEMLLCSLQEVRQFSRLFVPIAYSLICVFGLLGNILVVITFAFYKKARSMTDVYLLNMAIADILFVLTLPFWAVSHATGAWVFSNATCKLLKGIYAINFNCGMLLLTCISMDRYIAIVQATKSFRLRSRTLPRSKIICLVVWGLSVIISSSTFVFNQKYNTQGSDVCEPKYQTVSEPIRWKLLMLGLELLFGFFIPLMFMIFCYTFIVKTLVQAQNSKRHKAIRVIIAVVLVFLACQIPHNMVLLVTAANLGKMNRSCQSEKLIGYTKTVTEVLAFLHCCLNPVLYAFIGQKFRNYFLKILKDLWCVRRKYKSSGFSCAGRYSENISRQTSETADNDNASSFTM
# CXCR6 block: CXCR6 receptor inhibitors, primary screen, cell-based, beta-arrestin, luminescence, CHO-K1 PathHunter, 1536-well; inhibition, % at 20 µM; C-X-C chemokine receptor type 6 (Homo sapiens), O00574; 0.36% of 360,000 active; in the data active = inhibition above about 34%, passing the limit was not always enough;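 also: antagonist mode with CXCL16 agonist at 10 nM final; 0% = 10 nM CXCL16 with DMSO and 100% = unstimulated wells without agonist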
# EBI2 antag: EBI2 receptor antagonists, beta-arrestin recruitment, primary screen, cell-based, luminescence, 7a,25-OHC stimulation, uHTS. AID 651636, 2012. 0.81% of 360,000 active. 7a,25-OHC stimulated. inhibition, % at 5 µM. G-protein coupled receptor 183 (Homo sapiens), P32249; in the data active = inhibition above about 38%;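 also: enzyme fragment complementation signal reports receptor beta-arrestin coupling in cells; 0% = agonist plus DMSO wells and 100% = wells without agonist; some results beyond the cut were filed as inactive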
# A3G deaminase: APOBEC3G DNA deaminase inhibitors, primary screen, biochemical, fluorescence, single-stranded DNA substrate, uHTS | recombinant A3G, ssDNA deamination FAM/TAMRA fluorescence | inhibition, % at 20 µM | 0.28% of 330,000 active | AID 493012, 2011;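 active = inhibition of at least 40% at 20 µM, with no more than 30% in the related APOBEC3A deaminase screen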;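 also: plate controls were DMSO wells with A3G for no effect and wells lacking A3G enzyme for full effect; some compounds called inactive have numbers as strong as hits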
# Target sequence (Q9HC16 whole entry, looked up): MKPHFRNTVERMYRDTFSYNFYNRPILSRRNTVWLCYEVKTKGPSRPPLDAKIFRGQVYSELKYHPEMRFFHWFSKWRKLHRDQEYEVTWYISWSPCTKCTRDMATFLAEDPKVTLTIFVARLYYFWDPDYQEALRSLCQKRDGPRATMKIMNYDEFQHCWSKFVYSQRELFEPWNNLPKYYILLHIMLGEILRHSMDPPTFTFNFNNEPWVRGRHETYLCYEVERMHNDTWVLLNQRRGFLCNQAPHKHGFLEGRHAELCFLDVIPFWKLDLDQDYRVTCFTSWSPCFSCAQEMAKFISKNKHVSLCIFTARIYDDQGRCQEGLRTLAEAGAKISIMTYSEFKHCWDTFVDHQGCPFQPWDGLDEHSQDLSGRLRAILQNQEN
# MPTP inh: mitochondrial permeability transition pore inhibitors, primary screen, biochemical, isolated mouse mitochondria, absorbance; Ca2+ swelling absorbance, 30 min; inhibition, % at 10 µM; 1.4% of 360,000 active;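 active = inhibition of 50% or more, scaled per plate between neutral and stimulator controls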;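 also: 0% = DMSO wells given calcium and 100% = 1 mM EGTA wells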
# NR3A LBD binder: binders of NR3A ligand-binding domain, primary screen, biophysical, differential scanning fluorimetry, uHTS. Glutamate receptor ionotropic, NMDA 3A (GRIN3A) ligand-binding domain. AID 1259313, 2017. NR3A LBD differential scanning fluorimetry, Tm shift; 0% = protein alone, 100% = glycine-bound protein. Tm shift relative to glycine control, % at 25 µM. 2.5% of 340,000 active;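 active = melting temperature shift of at least 10% of the positive control shift, at one fixed dose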
# APOBEC3A inh: APOBEC3A ssDNA deaminase inhibitors, primary screen, selectivity assay for APOBEC3G inhibitor project, biochemical, FAM/TAMRA oligo cleavage fluorescence. DNA dC->dU-editing enzyme APOBEC-3A (Homo sapiens), P31941. recombinant A3A, FAM/TAMRA ssDNA deamination fluorescence. inhibition, % at 20 µM. 0.41% of 330,000 active. AID 493011, 2011;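 active = at least 40% inhibition at 20 µM here, with at most 30% in a related deaminase screen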;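 also: plate controls were A3A with DMSO for no effect and wells lacking A3A enzyme for full effect; some results filed as inactive read as strong as hits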
# Target sequence (P31941 whole entry, looked up): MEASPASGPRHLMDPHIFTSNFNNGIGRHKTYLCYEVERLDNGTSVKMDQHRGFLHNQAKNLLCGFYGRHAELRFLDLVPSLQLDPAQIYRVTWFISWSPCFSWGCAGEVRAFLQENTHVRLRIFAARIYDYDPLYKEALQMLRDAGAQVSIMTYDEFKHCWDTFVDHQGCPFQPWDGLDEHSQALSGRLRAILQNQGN
# Gli-Sufu block: Gli-Sufu pathway antagonists, primary screen, luciferase luminescence, Sufu-KO-LIGHT cells, uHTS. Sufu-KO-LIGHT fibroblasts, Gli luciferase reporter luminescence. inhibition, % at 5 µM. 0.74% of 340,000 active;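 active = inhibition above about 55%, limit read from the data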;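 also: 0% = DMSO-treated cells and 100% = wells with medium but no cells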
# Numbers without * were called inactive; / = not tested or not shown.
smiles	CCR6 antag	CXCR6 block	EBI2 antag	A3G deaminase	MPTP inh	NR3A LBD binder	APOBEC3A inh	Gli-Sufu block
O=C(NCc1n[nH]c(=S)n1-c1ccc(Cl)c(Cl)c1)c1ccc(S(=O)(=O)N2CCOCC2)cc1	13.3	1.3	6.2	-3.0	1.8	5.9	0.0	-3.8
CCOc1ccc(C(C)=O)cc1CSc1nnnn1-c1ccc(O)cc1	11.0	-6.6	28.1	-5.7	10.0	-3.2	3.2	7.4
NS(=O)(=O)c1ccc(N2CCN(CCOc3ccc(Cl)cc3)CC2)nc1	6.2	-9.7	0.1	-7.8	-0.1	0.5	-3.0	4.9
CCS(=O)(=O)Nc1cc(C(=O)OC)ccc1C(=O)OC	8.6	0.6	-6.2	-9.3	-0.2	-1.3	2.2	-3.7
O=C(N/N=C/c1c[nH]c2ccccc12)C1COc2ccccc2O1 (centres undefined)	-6.2	-9.5	-4.0	-2.8	-0.3	28.1*	-1.1	-3.9
C#CCNC(=O)C1=C[C@@H](c2ccc(C#C)cc2)C[C@@H](OCCCCO)O1	10.5	6.3	-11.3	-10.7	-1.5	0.1	-0.4	-0.7
Cc1ccc(OCC(=O)N/N=C/c2cn[nH]c2-c2ccc(Cl)c(Cl)c2)cc1	-19.3	-19.6	7.7	-3.5	4.7	-8.4	1.4	-11.9
COc1ccccc1C(=O)NCC(=O)OCCCOC(=O)CNC(=O)c1ccccc1OC	7.2	-2.9	-14.0	-4.1	1.9	1.0	15.2	0.2
COc1ccc2c(c1OC)c(=O)n1c3ccc(OC(C)C(=O)NCCCN4CCOCC4)cc3c3ccnc2c31 (centres undefined)	6.4	-4.8	1.0	-5.7	-2.5	-1.8	-1.3	-1.7
CCn1cc(CN2CCCC(C(=O)c3ccc(-c4ccccc4)cc3)C2)cn1 (centres undefined)	-15.2	-19.4	-0.8	-2.2	58.3*	-0.2	1.2	45.3
Cc1ccc(NC(=O)CN2CCc3cc4c(cc3C2C)OCCCO4)cc1C (centres undefined)	24.1	3.3	5.5	-3.0	0.8	0.6	0.3	-2.0
CCOC(=O)c1ccc(-n2c(C)nc3c(cnn3-c3ccccc3C)c2=O)cc1	0.7	-5.5	2.1	-2.5	1.7	2.1	3.2	3.4
CCOC(=O)c1sc(NCc2ccco2)c(-c2nc3ccccc3s2)c1N	3.0	5.3	8.3	-3.4	-4.2	-0.2	-2.6	29.0
O=C(c1cc(-c2ccccc2)nn1-c1ccccc1)N1CCN(S(=O)(=O)c2c(F)cccc2F)CC1	21.8	4.7	17.5	-8.5	-0.6	0.2	-3.8	7.5
C=CCNC(=O)CSc1nc2ccccc2c(=O)n1CCc1ccc(OC)c(OC)c1	-7.4	0.7	3.0	-7.6	1.9	0.5	-7.2	1.9
Cc1ccc(C(=O)NCC(=O)NCCc2ccc(S(N)(=O)=O)cc2)s1	-2.1	7.0	-11.1	-1.4	-1.1	-0.7	9.5	-2.0
Cc1c(C(=O)OC/C(O)=C(\C#N)c2nc3ccccc3[nH]2)oc2ccc(Br)cc12	22.0	0.5	13.0	-4.5	9.3	-4.6	1.8	8.5
CCCONC(=O)Nc1ccccc1[N+](=O)[O-]	14.9	1.7	-3.2	-1.2	-0.1	-1.4	1.6	-6.1
CC(=O)c1ccc(N2CCN(C(=O)c3cccs3)C(C)C2)c(F)c1 (centres undefined)	12.4	3.0	1.8	16.1	0.0	1.9	0.4	5.4
Cc1ccc(NC(=O)Nc2ccccc2)nc1	-6.1	-3.5	-3.9	0.1	0.4	0.4	1.8	-25.6
Cn1nc(C#N)c(=O)[nH]c1=O	5.3	5.3	2.1	/	-1.0	8.4	/	2.9
Cc1nc2cc3c(cc2s1)OCO3	9.4	-13.0	-14.8	-0.5	-0.2	-0.1	0.0	-0.2
N#Cc1ccc(COC(=O)CN2C(=O)NC3(CCCC3)C2=O)cc1	16.1	-3.8	3.2	-5.6	0.3	2.6	-1.9	-1.7
Cc1c(C(=O)N2CCN(c3ccccn3)CC2)sc2ncnc(N3CCOCC3)c12	12.6	3.7	-0.4	0.7	-2.6	-3.3	0.9	10.7
O=C1CC(Sc2ccc(Cl)cc2)C(=O)N1c1ccc2c(c1)OCCO2 (centres undefined)	8.7	2.1	8.2	3.2	0.6	-0.6	3.4	-1.3
Oc1ccc(O)c(Cc2nc3ccccc3[nH]2)c1	16.9	-15.5	-3.3	-14.8	-0.8	-1.4	-3.1	6.1
O=C1c2ccccc2C(=O)C12Cc1ccccc1N1CCN(c3ccccc3)CC12 (centres undefined)	9.2	7.3	4.7	/	0.4	-0.6	/	1.7
Cn1c(N)c(C(=O)CSc2ccccn2)c(=O)n(C)c1=O	8.9	-6.4	-7.5	2.8	-1.4	-5.0	-0.2	-18.4
N#Cc1ccc(OCC(=O)NNC(=S)NC2CCCCC2)cc1	6.5	6.4	6.6	-6.1	-0.4	0.3	-0.7	57.7*
CCc1ccc(C(=O)NNC(=O)c2ccc(OCC(=O)N3CCOCC3)c(OC)c2)cc1	0.9	0.5	-7.6	-0.3	0.3	-0.3	-1.0	-7.4

# 3 of the entries above in order of the CCR6 antag value, low to high:
SMILES,CCR6 antag,CXCR6 block,EBI2 antag,A3G deaminase,MPTP inh,NR3A LBD binder,APOBEC3A inh
Cc1ccc(C(=O)NCC(=O)NCCc2ccc(S(N)(=O)=O)cc2)s1,-2.1,7.0,-11.1,-1.4,-1.1,-0.7,9.5
O=C1CC(Sc2ccc(Cl)cc2)C(=O)N1c1ccc2c(c1)OCCO2 (centres undefined),8.7,2.1,8.2,3.2,0.6,-0.6,3.4
N#Cc1ccc(COC(=O)CN2C(=O)NC3(CCCC3)C2=O)cc1,16.1,-3.8,3.2,-5.6,0.3,2.6,-1.9

# Next part
smiles	CCR6 antag	CXCR6 block	EBI2 antag	A3G deaminase	MPTP inh	NR3A LBD binder	APOBEC3A inh	Gli-Sufu block
CCN(CC)CC#CCC(O)(c1ccccc1)c1ccc(Br)cc1 (centres undefined)	-5.6	3.2	-1.1	-9.1	2.9	2.5	-1.3	16.6
CCC(=O)c1ccccc1OCCSc1nc(C)cc(=O)[nH]1	0.2	2.9	-0.4	-3.5	-0.8	-0.8	-6.4	-13.5
CCOc1ccc(C(=O)Nc2c3c(nn2-c2cccc(Cl)c2)CS(=O)C3)cc1 (centres undefined)	-7.0	7.8	2.2	-3.5	-1.8	-0.5	4.2	2.0
O=C(CN(Cc1ccco1)C(=O)Cn1nnc(-c2ccc(F)cc2)n1)NC1CCCC1	9.4	0.2	-2.0	-6.5	-1.4	1.4	-0.8	1.5
CCC(CNc1cc(OC)cc2cccnc12)NC1CCCCC1 (centres undefined)	1.9	-26.4	0.9	/	0.6	-1.2	/	13.2
COc1cc(/C=C2/CC/C(=C/c3ccc(O)c(OC)c3)C2=O)ccc1O	61.5*	55.4*	14.8	2.6	15.3	13.8*	12.5	7.3
Cn1c(=O)c2sccc2n(Cc2ccc(Br)cc2)c1=O	1.9	-4.8	-2.2	-0.9	1.0	-1.2	-2.4	29.4
COc1ccccc1C(CCNCc1ccc(N(C)C)cc1)c1ccc(OC(C)C)cc1 (centres undefined)	8.5	-5.1	-1.7	-6.7	2.0	-4.1	-4.7	-28.5
Cc1cccc(NCc2cccc3ccccc23)n1	4.1	-6.9	-2.5	-1.2	-0.1	-2.9	-0.2	-11.6
COc1cc(/C=C2/C(=O)NN(c3ccccc3)C2=O)cc(Br)c1O	39.6	32.3	1.2	4.1	1.7	-22.4	7.5	7.1
Cc1cc(S(=O)(=O)N(Cc2ccccc2F)C2CC2)ccc1-n1cnnn1	10.1	-3.1	8.3	-4.4	-2.1	-2.1	2.2	26.9
CC(=O)NNc1nc(-c2ccc(C)cc2)cs1	-13.0	-5.5	-10.5	-9.2	1.3	0.7	-3.0	-1.8
Cc1nc(N2CCOCC2)c2c(C)c(C(=O)Nc3ccccc3Cl)sc2n1	-3.3	6.0	19.2	-1.7	0.8	-2.2	-1.0	-3.5
COc1cc(C)c(Cl)cc1S(=O)(=O)NCC1CCCO1 (centres undefined)	-3.0	-0.9	-7.9	-2.5	-1.5	1.5	0.2	3.4
COc1cccc(C(=O)C2CN(c3ccccc3)CC2c2ccc(Cl)cc2)c1 (centres undefined)	-18.0	4.0	22.5	-2.5	13.8	-1.1	0.3	-0.5
CCCC(=O)N/C(N)=N/c1nc(C)c2cc(C)ccc2n1	2.1	-2.6	3.2	3.0	5.1	-2.5	2.2	-16.5
C=CCc1cccc2cc(C(=O)N(CC)CC)c(=O)oc12	-9.9	7.3	-6.4	-1.5	-1.4	-0.1	0.2	2.3
O=C1C=C(c2ccc(Oc3ccccc3)cc2)C[C@@H](c2ccc(F)cc2)C1	9.0	-17.5	29.0	-5.0	0.7	0.8	3.6	1.8
Nc1ccc(N2CCOCC2)c(S(=O)(=O)Nc2cc(Cl)ccc2Cl)c1	15.6	2.8	-7.3	0.3	5.2	-0.1	7.9	-2.7
COc1cccc(OC)c1C(=O)OCC(=O)/C(C#N)=C(\C)N	5.8	0.6	-15.6	-16.7	-2.9	-2.0	-2.4	2.3
COC(=O)c1cc(C(=O)OCC(=O)N2CCCCC2)cc([N+](=O)[O-])c1	-8.4	-11.6	-2.8	-8.4	0.4	0.6	-7.7	-1.7
O=[N+]([O-])c1ccc(NN=Cc2ccco2)nc1	12.3	5.3	-3.4	/	0.4	4.9	/	-44.3
Cc1cc(=O)oc2cc(OCC(=O)OC(C)C(=O)Nc3ccc(S(N)(=O)=O)cc3)ccc12 (centres undefined)	9.7	8.4	-5.9	-3.8	0.9	-1.0	-1.3	2.0
O=C(Nc1cccc(C(F)(F)F)c1)c1cc(Br)cc2c1OCC2	2.5	4.8	2.1	-1.2	2.7	0.2	-0.8	2.7
COCCN=C1N[C@@H](c2ccc(Br)cc2)C(C(=O)OC)=C(C)N1Cc1ccccc1	7.8	3.7	6.6	14.3	0.6	0.6	53.8*	9.4
CC1CCC(N2CCN(C(=O)c3ccccc3F)CC2)CC1 (centres undefined)	8.5	-0.3	-5.9	1.1	0.1	0.2	-0.8	6.7
O=C(COC(=O)CN1C(=O)C2CC=CCC2C1=O)Nc1cc(C(F)(F)F)ccc1N1CCOCC1 (centres undefined)	2.0	-5.6	8.1	-5.7	1.0	-1.4	-2.1	6.1
CCn1c(CNC(=O)c2ccc3c(c2)OCO3)nnc1SCC(=O)Nc1ccccc1F	11.8	-4.0	1.9	-8.4	-3.0	-2.7	-2.1	-0.2
Cc1ccc(C(=O)NC2CCN(C(=O)Nc3ccccc3Cl)CC2)cc1	-2.2	-7.0	-7.2	-7.1	-0.7	-2.8	-0.2	-26.9
Cc1ccc(S(=O)(=O)NCCCCCC(N)=O)cc1	-2.7	0.0	3.4	-0.3	-1.0	0.7	0.6	6.1
O=S(=O)(c1ccc(Br)cc1)N1CCOC12CCCCC2	7.1	-8.6	12.9	-3.2	0.2	-2.1	0.7	-0.3
CCOC(=O)c1ccc(Nc2cc(C)nc3ncnn23)cc1	-4.8	-5.4	10.7	-8.8	-0.7	-0.1	-4.3	5.6
CCOC(=O)Nc1ccc2c(c1)nc1n2CCN(CCOC)C1	-3.9	3.3	-1.4	-4.2	0.9	-5.2	-1.1	29.0

# Source: PubChem BioAssay
